Screening data: PubChem, several laboratories
core dimer inh: blocks dimerization of HCV core protein; TR-FRET GST/Flag-core106 dimerization, 1536-well; inhibition, % at 5 µM; actives 0.33% (n = 300,000); AID 1899;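 active = inhibition above the mean of all tested compounds plus 3 SD, set per screening campaign, cut at about 45% in these data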
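Assay system: tagged HCV core106 pair (GST and Flag); medium: KF-containing HEPES buffer, pH 7.45, DTT, CHAPS, BSA; also added: Eu donor and XL665 acceptor anti-tag antibodies; dosing: 5 µM single dose; timing: compound-protein-antibody incubation 4 h at 22.5 °C; signal: TR-FRET 671 and 617 nm emission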
procasp7 counter: activates human procaspase-7, counter-screen for procaspase-3 activators. actives 0.093% (n = 330,000). P55210. AID 463210. recombinant procaspase-7, Ac-DEVD-pNA absorbance 405 nm; D23A/D198A/D206A triple mutant, cannot self-cleave; scale: DMSO 0, 5 µM enzyme 100. activation, % at 8.5 µM;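 active = percent activation above the screen-wide mean plus 3 SD, cut at about 25% in these data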
Target sequence (P55210 whole entry D23A/D198A/D206A): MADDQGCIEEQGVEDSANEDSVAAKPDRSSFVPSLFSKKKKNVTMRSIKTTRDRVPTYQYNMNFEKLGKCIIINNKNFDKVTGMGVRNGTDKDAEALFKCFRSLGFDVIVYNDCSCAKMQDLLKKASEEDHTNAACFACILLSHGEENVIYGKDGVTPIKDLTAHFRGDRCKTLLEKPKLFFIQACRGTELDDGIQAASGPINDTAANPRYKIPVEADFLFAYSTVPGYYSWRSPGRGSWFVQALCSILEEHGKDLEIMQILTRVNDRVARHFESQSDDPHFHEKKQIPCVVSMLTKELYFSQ
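Assay system – Uncleavable procaspase-7 mutant enzyme · Quantity – 2 µM procaspase-7 mutant as dispensed · Times – 1 h preincubation, 2 h reaction · Dosing – single nominal 8.5 µM compound dose, 0.8% DMSO final · Buffer or medium – Zinc-free 50 mM HEPES buffer, pH 7.4, with NaCl and Triton X-100 · Detection – Epi-absorbance of released pNA at 405 nm, two timepoints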
Fh CTSL1 inh: counter-screen for PFM18AAP inhibitors: inhibitors of F. hepatica cathepsin L1; recombinant F. hepatica cathepsin L1, Z-Leu-Arg-MCA fluorescence; inhibition, % at 5.96 µM; actives 0.49% (n = 300,000);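 active = inhibition above the mean of all tested compounds plus 3 SD, set per screening campaign, cut at about 17% in these data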;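 note: 0% = plate median of test compound wells and 100% = 1 µM Z-Phe-Ala-diazomethylketone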
Efflux pump inh: blocks antifungal efflux pumps in multiplex yeast assay; S. cerevisiae Candida pump triplex, Nile Red efflux; inhibition, % at 10 µM; actives 0.44% (n = 330,000);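 active = plate passing quality check with inhibition over a set limit, or well fluorescence over plate mean plus 4 SD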;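 note: Nile Red retained in pooled yeast measured as flow cytometry median fluorescence; 0% = buffer negative control and 100% = Enniatin B positive control; higher means more Nile Red kept so more efflux inhibition; some compounds called inactive have numbers as strong as hits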
TPT1 inhibitor: inhibitors of Candida albicans tRNA 2'-phosphotransferase TPT1; actives 0.81% (n = 300,000); AID 1962; recombinant caTPT1, FP RNA substrate dephosphorylation; inhibition, % at 5 µM;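 active = inhibition above the mean of all tested compounds plus 3 SD, set per screening campaign, cut at about 24% in these data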;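 note: plate controls were DMSO alone for no effect and ferristatin control at 100 nM for full effect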
JMJD2C inh: blocks human GASC-1 demethylase activity; GST-JMJD2C(1-420) H3K9me3 demethylation, DELFIA europium; AID 2099; actives 0.069% (n = 330,000); Q9H3R0; inhibition, % at 2.35 µM;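 active = more than half of a compound's replicate wells show inhibition beyond 50%, single wells judged on their own value; inconclusive = some, but no more than half, of replicates pass 50% inhibition; inactive = no replicate passes 50% inhibition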;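 note: signal counts dimethyl H3K9 product captured on neutravidin plate; 0% = median of DMSO wells and 100% = 0.3 times that DMSO median; strong numbers were not always called active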
PP1 counter: PP1-alpha (human) inhibition in PP5 counter-screen; actives 0.9% (n = 320,000); AID 2235; P62136; inhibition, % at 6.7 µM; purified PP1alpha, OMFP fluorescence;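 active = inhibition above the mean inhibition of all tested compounds plus 3 SD, computed separately for each screening campaign, cut at about 15% in these data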
Target sequence (P62136 whole entry, looked up): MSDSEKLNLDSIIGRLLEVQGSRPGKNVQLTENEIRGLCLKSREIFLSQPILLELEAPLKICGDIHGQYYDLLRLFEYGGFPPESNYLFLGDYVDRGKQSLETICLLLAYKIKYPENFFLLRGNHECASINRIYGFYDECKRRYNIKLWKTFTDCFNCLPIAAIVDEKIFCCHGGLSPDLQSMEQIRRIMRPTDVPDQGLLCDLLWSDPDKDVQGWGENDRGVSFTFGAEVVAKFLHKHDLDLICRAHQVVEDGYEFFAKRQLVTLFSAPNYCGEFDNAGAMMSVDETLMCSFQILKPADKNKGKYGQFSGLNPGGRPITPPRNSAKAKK
PP5 inh: blocks human protein phosphatase 5 activity; purified PP5c, OMFP substrate fluorescence; inhibition, % at 6.7 µM; actives 0.18% (n = 320,000); AID 1987;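 active = inhibition above the campaign's mean inhibition across all tested compounds plus 3 SD, cut at about 9.5% in these data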;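 note: 0% = DMSO only and 100% = 100 µM cantharidin control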
procasp3 activ: procaspase-3 (human) activation. AID 463141. recombinant procaspase-3 D3A, Ac-DEVD-pNA absorbance 405 nm. P42574. actives 0.11% (n = 330,000). activation, % at 8.5 µM;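 active = activation above the mean of all tested compounds plus 3 SD, cut at about 21% in these data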;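 note: 0% = DMSO alone and 100% = DMSO wells spiked with extra 5 µM PC-3 D3A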
Target sequence (P42574 whole entry D9A/D28A/D175A): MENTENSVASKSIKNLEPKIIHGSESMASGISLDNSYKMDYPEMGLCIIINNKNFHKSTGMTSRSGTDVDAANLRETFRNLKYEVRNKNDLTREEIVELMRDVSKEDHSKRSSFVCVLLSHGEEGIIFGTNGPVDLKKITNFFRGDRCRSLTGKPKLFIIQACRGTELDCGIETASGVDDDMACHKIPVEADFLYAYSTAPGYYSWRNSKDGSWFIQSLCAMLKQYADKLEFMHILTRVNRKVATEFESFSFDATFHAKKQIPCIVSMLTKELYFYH
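Evaluation: percent activation relative to control range; Material: Procaspase-3 D3A mutant, all three cleavage aspartates alanine; Compound: single dose, 8.5 µM nominal compound, 0.8% DMSO; Replication: one well per compound; Signal: absorbance at 405 nm, 0 and 120 min; Schedule: 1 h preincubation plus 2 h reaction at 25 °C.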
An asterisk follows results filed as active; u = inconclusive; x = not tested or not shown. Hits appear at their usual frequency; overall some 2.9% were active at least once.

SMILES	core dimer inh	procasp7 counter	Fh CTSL1 inh	Efflux pump inh	TPT1 inhibitor	JMJD2C inh	PP1 counter	PP5 inh	procasp3 activ
CC1(C2CC2)NC(=O)N(CC(=O)Nc2cc(S(=O)(=O)N3CCCCC3)ccc2Cl)C1=O (configuration not stated)	x	6	x	-0.2	x	2	-1	0.6	8
CCCCn1c(=N)n(CC(=O)c2ccc([N+](=O)[O-])cc2)c2ccccc21	-1	-3	-5	-0.1	7	-4	-2	1.0	-3
CCN(Cc1ccccc1)S(=O)(=O)c1nc2nc(C)c(C)c(C)n2n1	2	1	1	0.0	-1	-3	-4	0.3	4
Cc1cc(C)c2nc(C(F)(F)F)nc(N3CCN(C(=O)c4ccco4)CC3)c2c1	5	-9	-2	0.1	2	1	0	1.6	-3
CCCN1CN(Cc2ccccc2)CNC1=S	-2	4	1	0.1	1	-42	-3	2.9	2
CN1C(=O)NC(c2ccccc2)C2=C1CN(c1ccc3ccccc3c1)C2=O (configuration not stated)	24	3	4	0.1	0	8	-2	0.0	2
CCc1nonc1NC(=O)c1oc2cc(C)c(C)cc2c1C	4	3	-2	-0.1	0	u	-5	-2.1	4
COc1cc(NC(=O)COc2ccc(C)c(C)c2)ccc1NC(=O)c1ccco1	8	2	0	0.1	3	1	4	4.5	7
CCOC(=O)Nc1ccc2c(c1)N(CCCN(C)C)c1ccccc1CC2	-5	9	-2	0.0	2	55	-2	1.8	-2
CCn1c(=O)c(C(=O)NNC(=O)c2ccccc2Cl)c(O)c2ccccc21	-12	1	-1	-0.1	-2	4	19*	1.4	4
Cc1cccc(C(=O)OCC(=O)N2CCCCCC2)c1C	x	12	x	0.0	x	4	x	x	-5
CCCOc1ccc(C(=O)NNC(=O)CCNC(=O)c2ccco2)cc1OC	0	-4	-18	0.4	1	-2	-2	-1.2	6
O=C(NCCCO)c1ccc2[nH]c3ccccc3c2c1	1	16	-1	0.1	2	4	0	2.4	-3
CC1CCC(C(C)C)C(OC(=O)COC(=O)c2ccc(=O)[nH]c2)C1 (configuration not stated)	5	7	-8	0.1	2	0	-4	4.6	-4
CCCOc1ccc(C(=O)NC(=S)Nc2nc(C)c(C(=O)N(C)C)s2)cc1	0	4	2	0.0	0	4	10	3.3	-2
CC(=O)N[C@@H](Cc1ccc(OC(F)(F)F)cc1)C(=O)O	3	1	-2	0.0	0	-21	-5	0.9	6
COCc1cc(=O)[nH]c(/N=C(\N)Nc2cccc(C)c2)n1	-4	-1	-1	0.1	-3	-1	1	0.4	4
COc1ccc(/C=N/OCC(=O)N2CC3(C)CC2CC(C)(C)C3)cc1 (configuration not stated)	1	5	3	0.1	-2	5	-3	-2.0	-2
COc1ccc(-c2ccc(C#N)c(SCC(=O)NCc3ccco3)n2)cc1OC	4	-8	0	0.0	-2	4	-2	-0.2	-13
O=C(Cn1c(=S)[nH]c2ccccc2c1=O)N1CCc2ccccc2C1	6	5	1	-0.1	-1	-1	1	-0.1	12

Complete entries as entered above.
COCc1cc(=O)[nH]c(/N=C(\N)Nc2cccc(C)c2)n1 is listed with core dimer inh: -4; procasp7 counter: -1; Fh CTSL1 inh: -1; Efflux pump inh: 0.1; TPT1 inhibitor: -3; JMJD2C inh: -1; PP1 counter: 1; PP5 inh: 0.4; procasp3 activ: 4
CN1C(=O)NC(c2ccccc2)C2=C1CN(c1ccc3ccccc3c1)C2=O (configuration not stated) is listed with core dimer inh: 24; procasp7 counter: 3; Fh CTSL1 inh: 4; Efflux pump inh: 0.1; TPT1 inhibitor: 0; JMJD2C inh: 8; PP1 counter: -2; PP5 inh: 0.0; procasp3 activ: 2

(listing goes on)
SMILES	core dimer inh	procasp7 counter	Fh CTSL1 inh	Efflux pump inh	TPT1 inhibitor	JMJD2C inh	PP1 counter	PP5 inh	procasp3 activ
Cc1cc(C)cc(OCc2nnc(N)s2)c1	1	-1	-7	0.1	-2	5	-1	-0.8	-9
COc1ccc(CCNC(=O)C2=COCCO2)cc1	5	16	1	0.1	-3	-22	-5	1.7	5
COc1cccc(N2CCN(C(=O)Nc3ccc4c(c3)NC(=O)CO4)CC2)c1	-9	-8	2	0.0	-1	2	-1	-1.4	-8
O=C(/C=C/c1cccc(Cl)c1)OCc1cn2cc(Cl)ccc2n1	2	0	3	-0.2	-5	13	2	-0.4	7
Cc1cccc(CC(=O)Nc2sc(C(C)C)cc2C(=O)N2CCOCC2)c1	5	6	-1	-0.1	0	0	-1	3.1	6
CC(=O)N(CCCc1ccc(C(C)(C)C)cc1)CCCN(C)C	-1	11	0	0.1	0	-3	-1	1.8	0
COc1ccc(N(C(=O)c2ccc(C)cc2)S(=O)(=O)c2cccs2)cc1	11	1	0	-0.3	-3	0	2	2.9	-6
Cc1sc2ncnc(N/N=C/c3ccc(O)cc3)c2c1C	-17	-10	4	-0.6	-2	-4	3	4.2	-20
CC(C)(C)N(Cc1ccccc1)C(=O)COC(=O)C1CCN(c2ccc(C(F)(F)F)cn2)CC1	x	2	x	0.1	x	9	2	6.7	5
COc1ccc(NC(=O)COC(=O)C2CC(=O)N(CCc3ccc(OC)c(OC)c3)C2)cc1Cl (configuration not stated)	x	9	x	0.0	x	-2	-4	-2.3	-4
CCCCn1nnnc1SCC(=O)N1CCCC1	-1	1	-2	0.2	-6	-4	-1	0.4	4
O=C1CN(C(=O)N[C@@H](Cc2ccccc2)C(=O)N[C@@H](C(=O)O)c2ccccc2)c2ccccc2N1	-2	2	0	-0.1	-3	-8	7	-0.2	8
CC(=O)c1ccc(NC(=O)CN2C(=O)COc3ccc(S(=O)(=O)N4CCCC4)cc32)cc1	-2	-1	-1	0.1	4	-2	-4	2.5	4
Cc1cc(Nc2ccccc2O)c2ccccc2n1	1	-10	-2	0.1	-3	12	-2	3.2	0
CC1CN(S(=O)(=O)c2ccc(C(=O)Nc3nnc(-c4ccccn4)o3)cc2)CC(C)O1 (configuration not stated)	9	1	2	0.1	1	12	1	0.6	0
Cc1nc(Nc2ccccc2)sc1C(=O)c1ccccc1	25	0	-6	0.0	3	18	-9	5.0	-9
C/C(CCc1ccccc1)=N\NC(=O)c1ccccc1[N+](=O)[O-]	-20	7	1	-0.2	-2	1	-1	0.7	-2
CCCCCCCCCCSc1n[nH]c(NC(C)=O)n1	0	7	-1	0.0	2	-3	1	2.4	1
COCCCNC(=O)c1c(F)c(F)c(F)c(F)c1F	-1	-2	1	0.0	-2	-10	-6	-0.5	-4
CCCc1ccc(-c2cc(NC(=O)CSc3nnc(N)s3)n(-c3ccccc3)n2)cc1	1	1	-1	0.1	2	5	0	5.7	7
O=C(C1=C[C@H](c2ccc(Br)cc2)C[C@H](OCc2ccc(CO)cc2)O1)N1CCN(Cc2ccc3c(c2)OCO3)CC1	5	1	-3	0.0	0	-4	4	4.6	4
CCN1CCCC1CNC(=O)c1cc2c(OC)c(OC)c(OC)cc2[nH]1 (configuration not stated)	-6	2	0	0.1	-1	-2	-2	0.7	5
O=C(O)c1ccc(/C=N/NC(=O)c2cc3c(ccc4ccccc43)o2)cc1	16	5	6	-0.1	-2	5	0	2.5	-1
CC(=O)C1=C(O)C(=O)N(c2nnn(C)n2)C1c1cccs1 (configuration not stated)	-4	-2	4	-0.1	-4	-2	-3	0.1	-3
CCOC(=O)CNC(=O)CSc1nnc(-c2ccncc2)n1-c1ccc(Cl)cc1	0	4	-4	0.1	-2	-6	-3	0.0	-2
NC(=O)/C(=C\c1ccncc1)c1cccc2ccccc12	-1	6	-6	-0.1	-5	-10	-4	0.3	9
CC(=O)c1cc(O)c2ccccc2c1O	-6	-18	-4	-0.1	10	-8	0	2.6	-3
N#C/C(=N\Nc1ccc(Cl)cc1)C(=O)c1ccccc1	5	-16	4	-0.4	0	12	6	4.7	-5
CS(=O)(=O)N(CC(=O)NC1CCCCC1)c1cccc(F)c1	-1	-3	-2	0.0	-1	-7	0	-0.8	2
CN(CC1CCCO1)S(=O)(=O)c1ccc(C(=O)Nc2ccc(F)cc2)cc1 (configuration not stated)	10	7	-6	0.0	1	1	0	4.8	-3
COC(=O)c1sccc1NC(=S)NCc1ccc(Cl)cc1	-1	-8	2	0.0	-4	2	0	0.3	-3
COc1cccc2cc(CC(=O)c3ccc(C)c(C)c3)c(=O)oc12	13	0	4	-0.1	-2	17	1	1.8	3
COc1ccc(Nc2ccccc2N)cc1	-12	-2	0	0.1	37*	3	3	1.0	-4
CCCc1cc(=O)oc2c(C)c(OCC(=O)N3CCC(C(=O)O)CC3)ccc12	-2	-6	-3	0.3	0	x	-6	6.0	-8
Cc1ccc(S(=O)(=O)N(C)C)cc1NC(=O)c1cc(=O)[nH]c2ccccc12	1	-3	0	0.3	1	2	-2	-0.1	6
CC(=O)COC(=O)C1=NN(c2ccccc2)C(=O)CC1	1	6	-1	-0.1	0	1	-4	-1.0	3
c1ccc(Oc2ccc(-c3ccnc4ncnn34)cc2)cc1	-2	-5	-1	0.1	1	-4	2	1.1	6
COc1ccccc1C(=O)Nc1nnc(C)s1	-2	7	0	0.2	2	-6	-2	1.9	5
O=Cc1cn(Cc2ccccc2)nc1-c1cccnc1	-4	5	7	-0.2	3	-11	-3	1.9	1
CCCCN1CC(=O)N2[C@H]3c4cc(OC)ccc4OC[C@@H]3[C@H](C(=O)OCC)[C@]2(C)C1=O	x	7	x	-0.1	x	2	-4	-1.4	3
CCN(CC)S(=O)(=O)c1ccc(N2CCOCC2)c(NC(=O)c2cc(Cl)c3c(c2)OCO3)c1	x	4	x	-0.4	x	6	x	x	-2
Cc1ccc(C(=O)OCC(=O)c2ccc[nH]2)s1	3	-5	8	0.0	2	0	5	-0.3	1
COC(=O)Nc1ccc(C)cc1NC(=O)OC	-2	-12	2	0.0	0	-4	0	-1.0	2
C=CCc1c(C)c(C#N)c2nc3ccccc3n2c1N1CCCCC1	14	12	4	0.0	1	16	-4	1.0	3
Cc1ccc(S(=O)(=O)/N=C/N(C)C)cc1	-9	9	3	-0.4	-2	23	0	-0.7	-1
Cc1ccc(CC(=O)NCC(C)C)cc1	-3	3	4	-0.2	-4	-6	-3	-1.8	0
COc1ccc(CNc2nc(-c3cccnc3)nn2S(C)(=O)=O)cc1	0	10	1	0.0	0	-4	-3	-0.8	2
CC(C)c1[nH]nc2c1C(c1ccc(OC(=O)c3ccco3)cc1)C(C#N)=C(N)O2 (configuration not stated)	4	1	-29	0.1	-2	-10	-7	4.0	3
COc1cc(/C=C(\NC(C)=O)C(=O)O)cc(OC)c1OC	0	-1	-4	-0.1	-5	-8	-3	-0.8	2
CC(C)Cn1c(=O)oc2ccccc21	2	-7	-1	0.0	-1	-35	-7	1.0	4
